Screening results deposited in PubChem by several laboratories.
TRPC4 block – inhibitors of mouse TRPC4 channel, primary screen, Fluo4 calcium, HEK293 TRPC4beta/mu-opioid cells; Short transient receptor potential channel 4 (Mus musculus), Q9QUQ5; DAMGO-evoked Fluo4 calcium flux; active compounds read low; B-score at 10 µM; 300,000 tested, 0.39% active; AID 2247, 2010;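 active = B-score over 3 SD under the library average, no early fluorescence shift, positive overall ratio signal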
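Assay system: HEK293 cells with stable TRPC4beta plus mu-opioid receptor expression; Probe or stimulus: DAMGO in two steps, submaximal then maximal; Dosing: single-point compound dosing; Measured by: Fluo4 calcium-dye fluorescence, kinetic read; Read-out basis: B score from integrated Fluo4 fluorescence ratio.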
TRPC6 inh – mouse TRPC6 channel inhibitors, primary screen, cell-based, HEK293, membrane potential dye. Short transient receptor potential channel 6 (Mus musculus), Q61143. 310,000 tested, 1.1% active. ACh-evoked depolarization; active compounds read low. AID 2553, 2010. B-score at 10 µM;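 active = B-score under library mean minus 3 SD, initial fluorescence not abnormally high, positive integrated signal ratio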;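 note: B-score derived from integrated fluorescence ratio over the kinetic read; more negative B-score means stronger inhibition of depolarization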
Target sequence (Q61143 whole entry, looked up): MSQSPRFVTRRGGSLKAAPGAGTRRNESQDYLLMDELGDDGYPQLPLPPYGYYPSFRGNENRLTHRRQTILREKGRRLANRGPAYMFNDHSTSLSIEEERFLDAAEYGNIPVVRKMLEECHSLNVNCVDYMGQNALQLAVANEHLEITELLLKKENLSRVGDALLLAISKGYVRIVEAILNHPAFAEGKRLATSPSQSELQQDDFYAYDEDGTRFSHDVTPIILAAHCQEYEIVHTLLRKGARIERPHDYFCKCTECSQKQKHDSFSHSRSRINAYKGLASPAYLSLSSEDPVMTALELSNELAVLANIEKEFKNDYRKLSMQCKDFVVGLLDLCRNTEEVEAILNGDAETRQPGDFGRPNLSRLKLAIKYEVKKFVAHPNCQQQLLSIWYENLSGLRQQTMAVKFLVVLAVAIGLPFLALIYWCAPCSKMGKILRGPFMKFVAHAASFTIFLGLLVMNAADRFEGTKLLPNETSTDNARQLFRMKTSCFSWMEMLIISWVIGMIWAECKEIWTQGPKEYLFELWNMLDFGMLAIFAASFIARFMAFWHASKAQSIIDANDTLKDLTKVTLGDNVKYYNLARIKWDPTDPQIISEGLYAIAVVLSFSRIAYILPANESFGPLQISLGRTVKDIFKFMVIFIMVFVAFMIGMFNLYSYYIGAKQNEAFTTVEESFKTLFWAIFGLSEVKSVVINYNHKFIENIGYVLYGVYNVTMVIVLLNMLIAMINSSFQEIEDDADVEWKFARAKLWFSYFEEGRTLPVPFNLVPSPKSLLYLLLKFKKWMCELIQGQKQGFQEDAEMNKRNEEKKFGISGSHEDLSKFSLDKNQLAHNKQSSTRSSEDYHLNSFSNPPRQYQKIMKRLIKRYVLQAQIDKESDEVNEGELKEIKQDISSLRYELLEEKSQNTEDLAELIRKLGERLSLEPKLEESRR
MrgX1 ag – agonists of human MrgX1 receptor, primary screen, HEK293 cells, Fluo-4 calcium flux | Mas-related G-protein coupled receptor member X1 (Homo sapiens), Q96LB2 | 310,000 tested, 0.44% active | AID 588627, 2011 | B-score at 10 µM | Fluo-4 calcium fluorescence, agonist mode; active compounds read high;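 active = calcium response B-score plate-corrected fluorescence ratio at least 3 library SD, with starting fluorescence B-score inside 5 SD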
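Assay system: stable human MrgX1 HEK293 cell line. Quantity: 15,000 cells per well. Schedule: cells plated overnight, dye loaded 0.5 h 37 °C, 0.5 h room temperature. Detection: Fluo-4 NW calcium-flux fluorescence, kinetic read. Read-out basis: peak-minus-minimum fluorescence over baseline, converted to B scores. Control set: positive and negative control wells on each plate.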
RGS4 inh – RGS4 inhibitors, primary screen, cell-based, HEK293 M3R inducible RGS4, calcium flux. 310,000 tested, 0.45% active. Fluo-4 calcium flux; active compounds read high; triggered by carbachol at its EC20. B-score at 10 µM. Regulator of G-protein signaling 4 (Homo sapiens), P49798;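 active = B-score, a plate-corrected calcium signal, over three deviations above library mean, with baseline fluorescence within five deviations of library mean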;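 note: RGS4 expression induced by doxycycline in cells with stable M3 receptor; B-score is computed from the integrated fluorescence ratio over baseline after carbachol; higher B-score means a larger calcium signal and so more RGS4 inhibition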
Target sequence (P49798 whole entry, looked up): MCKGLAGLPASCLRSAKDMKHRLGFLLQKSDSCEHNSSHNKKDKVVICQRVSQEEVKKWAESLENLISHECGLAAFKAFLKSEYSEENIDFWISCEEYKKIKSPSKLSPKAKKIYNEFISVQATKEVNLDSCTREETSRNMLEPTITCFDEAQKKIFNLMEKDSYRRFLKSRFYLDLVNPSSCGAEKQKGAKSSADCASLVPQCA
MrgX1 antag – antagonists of human MrgX1 receptor, primary screen, HEK293 cells, Fluo-4 calcium flux | Mas-related G-protein coupled receptor member X1 (Homo sapiens), Q96LB2 | BAM8-22 antagonism; active compounds read low | B-score at 10 µM | 310,000 tested, 1.3% active | AID 588676, 2011;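 active = calcium-response B-score plate-corrected more than 3 library SD below zero, starting fluorescence within 5 deviations, no agonist response on first addition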;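 note: peak minus trough fluorescence over baseline after final BAM8-22 challenge near maximal dose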
SKKanGAS inh – S. pyogenes SKKanGAS growth inhibitors in kanamycin, primary screen, streptokinase expression inhibitor project, SKKanGAS strain, BacTiter-Glo luminescence | 6 h | inhibition, % at 7.5 µM | 300,000 tested, 1.3% active | AID 1662, 2009;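 active = mean replicate score, as percent of positive control median, at least 50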;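 note: strain carries kanamycin resistance gene driven by streptokinase promoter and grows in 40 µg/ml kanamycin; loss of luminescence reflects streptokinase promoter inhibition or plain growth inhibition; 0% = median of DMSO wells and 100% = positive control at its reference dose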
RGS4 pot – RGS4 potentiators or activators, primary screen, cell-based, HEK293 M3R inducible RGS4, calcium flux. carbachol calcium flux Fluo4; active compounds read low. B-score at 10 µM. 310,000 tested, 0.92% active;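 active = B-score of the integrated calcium signal more than 4 SD below the library mean, with starting fluorescence not abnormally high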;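 note: negative B-score means reduced calcium response which marks RGS4 activation or potentiation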
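System – HEK293 FlpIn-TREx cells, stable M3R, doxycycline-inducible RGS4 · Reagent – ECmax carbachol challenge · Times – compound preincubation 20 min at room temperature before agonist · Technique – Fluo4 fluorescence kinetic imaging of calcium · Measure – B score of integrated Fluo4 ratio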
MrgX1 PAM – positive allosteric modulators of MrgX1, primary screen, HEK293 cells, Fluo-4 calcium flux; FDSS; active compounds read high; 310,000 tested, 0.63% active; B-score at 10 µM;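 active = plate-corrected calcium response at least 3 library SD above typical, normal starting fluorescence, not activating the receptor alone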;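 note: compound read alongside a low EC10 to EC30 dose of BAM8-22 agonist; peak minus trough fluorescence over baseline measured at the second addition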
Platelet DG rel – inhibitors of platelet dense granule secretion, primary screen, cell-based, MLPCN, human platelets | human platelet-rich plasma, SFLLRN dense granule ATP release, luminescence | inhibition, %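 (compounds screened at 7.5 µM in platelet-rich plasma)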 | 300,000 tested, 0.22% active | AID 1663, 2009;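 active = mean replicate score, as percent of positive control, at or above 50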
HIF act – HIF pathway transcriptional activators, primary screen, cell-based, U2OS HRE-luciferase, luminescence. U2OS HRE-luciferase reporter; normalized: DMSO 0%, desferrioxamine 100%. activation, % at 7.5 µM (by protocol). 300,000 tested, 0.32% active;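 active = mean activation of at least 10% of the iron chelator positive control signal, with at least half of replicates also reaching 10%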
TRPC6 activator – mouse TRPC6 channel activators, primary screen, cell-based, HEK293, membrane potential dye; B-score at 10 µM; 310,000 tested, 0.13% active; Short transient receptor potential channel 6 (Mus musculus), Q61143; HEK293-TRPC6 membrane potential dye fluorescence; active compounds read high;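 active = B-score of the integrated fluorescence ratio above library mean plus 3 SD, and starting fluorescence ratio within library mean plus 5 SD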;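 note: higher score means more depolarization so channel activation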
The depositor's hits bear a star; i = inactive; · = not tested or not shown.

SMILES	TRPC4 block	TRPC6 inh	MrgX1 ag	RGS4 inh	MrgX1 antag	SKKanGAS inh	RGS4 pot	MrgX1 PAM	Platelet DG rel	HIF act	TRPC6 activator
O=C(c1ccc(=O)[nH]c1)N1CCN(S(=O)(=O)c2ccccc2)CC1	i	i	i	i	i	-0.1	i	i	6.2	-0.3	i
COc1ccccc1NS(=O)(=O)c1cc(NC(=O)CCNC(C)=O)ccc1N1CCCCC1	i	i	i	i	i	-0.1	i	i	-0.7	0.0	i
CC1(C)CN(c2cccc(Br)c2)C1=O	i	i	i	i	i	-3.1	i	i	-7.7	0.0	i
O=C1NC(=O)C2C1C(c1cccs1)NN2Cc1ccccc1 (centres undefined)	i	i	i	i	i	0.5	i	i	-0.2	-0.6	i
COc1cccc(N2C(=O)C3C(C2=O)C2C=CC3C23CC3)c1 (centres undefined)	i	i	i	i	i	-1.7	i	i	2.0	-0.5	i
Cc1cccc2cc(C#N)c(SCC(=O)NCc3cccs3)nc12	i	i	i	i	i	3.9	i	i	-0.2	-0.6	i
O=C1c2ccccc2C(=O)N1CSc1nnnn1-c1ccccc1	i	i	i	i	i	0.5	i	i	6.2	-0.9	i
COC(=O)c1sc(=S)n(-c2ccccc2)c1N	i	i	i	i	i	-1.0	i	i	-1.3	-0.9	i
COc1ccc(S(=O)(=O)N(n2c(C)nnc2-n2nc(C)cc2C)S(=O)(=O)c2ccc(OC)cc2)cc1	i	i	i	i	i	7.0	i	i	-1.7	-0.3	i
COc1ccc(Cl)cc1N(CC(=O)Nc1ccc2c(c1)OCCO2)S(C)(=O)=O	i	i	i	i	i	-2.7	i	i	1.4	-0.4	i
Cc1ccc(NC(=O)c2c(C(F)(F)F)nn(C)c2SCc2ccc(Cl)cc2)cc1C	i	i	i	i	i	34.0	i	i	-2.9	0.1	i
O=C(c1ccc(S(=O)(=O)N2CCOCC2)cc1)N(Cc1ccco1)Cc1cccs1	i	i	i	i	i	-2.2	i	i	-0.2	-0.8	i
O=c1[nH]c2ccccc2n1Cc1ccc(Cl)cc1	i	i	i	i	i	1.6	i	i	-63.2	-0.1	i
O=c1[nH]c(C2CCN(S(=O)(=O)c3ccccc3F)CC2)nc2c1nnn2Cc1ccc(OC(F)(F)F)cc1	i	i	i	i	i	19.1	i	i	-5.0	-0.3	i
CN1C(=O)/C(=N/OC(=O)c2ccccc2Br)c2ccccc21	i	i	i	i	i	0.7	i	i	-2.7	0.1	i
CC(=O)Nc1ccc(S(=O)(=O)N2CCN(C(=O)CCC3CCCC3)CC2)cc1	i	i	i	i	i	1.3	i	i	8.4	-0.4	i
Cc1ccc(-c2csc(C3=C(O)CN(NC(=O)c4ccc([N+](=O)[O-])cc4)C3=N)n2)cc1	i	i	i	i	i	-20.3	i	i	-6.4	-0.6	i
N#C/C(C(=O)N1CCOCC1)=C1/SC(Cc2ccccc2Cl)C(=O)N1c1ccccc1 (centres undefined)	i	i	i	i	i	1.9	i	i	6.2	-0.1	i
CCOc1ccc(-c2cc(C(=O)N3CCC(C)CC3)c3ccccc3n2)cc1	i	i	i	i	i	6.7	i	i	8.1	3.3	i
c1ccc(CCC2CCCCN2Cc2cn[nH]c2-c2cc3ccccc3o2)nc1 (centres undefined)	i	i	i	i	i	-7.0	i	i	-0.4	-0.2	i
CCCC(=O)Nc1ccc2c(c1)nc(CN1CCN(C(=O)OCC)CC1)n2CC	i	i	i	i	i	10.1	i	i	-5.8	-13.2	i
O=C(CSc1nnc2c(Cl)cc(Cl)cn12)NC1CCS(=O)(=O)C1 (centres undefined)	i	i	i	i	i	0.0	i	i	5.6	0.3	i
O=C(Nc1ccc2c(c1)OCO2)C(=O)c1c[nH]c2ccccc12	i	i	i	i	i	-10.6	i	i	35.5	0.7	i
O=C(Nc1ccc(S(=O)(=O)NC2=NCCCCC2)cc1)C1COc2ccccc2O1 (centres undefined)	i	i	i	i	i	-0.5	i	i	3.8	-0.3	i
Cc1ccc(-c2nnc(N3CCOCC3)c3ccccc23)cc1S(=O)(=O)N(C)C	i	i	·	i	·	-3.4	i	·	2.1	-4.9	i
O=c1c(-c2ccccc2Cl)c[nH]n1-c1ccccc1	i	i	i	i	i	7.3	i	i	·	-0.2	i
O=C(Nc1ccc(Cc2ccncc2)cc1)C1CCC(N2C(=O)C3CCCCC3C2=O)CC1 (centres undefined)	i	i	i	i	i	-3.9	i	i	1.5	0.1	i
CCn1c(=O)c(=O)n(CC)c2cc(S(=O)(=O)N3CCc4ccccc43)ccc21	i	i	i	i	i	0.4	i	i	-0.5	-0.5	i
CNC(=S)Nc1cccc2[nH]ncc12	i	i	i	i	i	-4.4	i	i	2.1	0.3	i
Cc1cccc(C(=O)OC2CCOC2=O)c1C (centres undefined)	i	i	i	i	i	1.7	i	i	-8.8	-0.7	i
Cc1cc(N2C(=O)CC(N3CCN(c4ccc(C(=O)c5cccs5)cc4)CC3)C2=O)no1 (centres undefined)	i	i	i	i	-5.04*	13.4	i	i	0.5	0.6	i
NS(=O)(=O)c1ccc(CCNC(=O)c2ccc(S(=O)(=O)N3CCCCC3)cc2)cc1	i	i	i	i	i	-1.2	i	i	-4.4	-0.4	i
Cc1cc(C)cc(C(=O)n2cnnc2N)c1	i	i	i	i	i	1.7	i	i	-10.6	0.0	i
Cc1cc(C)n2nnnc2n1	i	i	i	i	i	4.5	i	i	10.7	0.1	i
Cc1ccc(SCc2cc(=O)[nH]c(/N=C(\N)Nc3ccccc3Sc3ccccc3)n2)cc1	i	i	i	i	i	-5.9	i	i	10.2	0.1	i
Cc1cc(-c2ccccc2)nc(N/N=C/c2ccco2)n1	i	i	i	i	i	-0.7	i	i	-7.2	1.0	i
CCOC(=O)/C(C#N)=C/C1=C(N2CCCC2)CC(C)(CC)OC1 (centres undefined)	i	i	i	i	i	2.5	i	i	-10.1	-0.3	i
CC(=O)c1c(COC(=O)c2ccccc2Cl)nc2ccccc2[n+]1[O-]	i	i	i	i	i	-1.4	i	i	3.9	-0.1	i
COc1cc(OC)c(OC)cc1CNC(=O)c1cc(=O)[nH]c2ccccc12	i	i	i	i	i	-0.3	i	i	1.7	-0.2	i
CC(C)(C)P(=O)(CO)c1ccccc1 (centres undefined)	i	i	i	i	i	-3.1	i	i	-1.9	-0.2	i
CCCc1nnc(SCC(=O)N2CCCCC2)n1CC1CCCO1 (centres undefined)	i	i	i	i	i	-11.5	i	i	-1.6	0.9	i
COc1ccc(NC(=O)COC(=O)Cn2c(C)nc3ccccc32)cc1OC	i	i	i	i	i	-1.7	i	i	9.8	-0.1	i
COc1ccc(-c2cc(C(F)F)n3ncc(C(=O)N4CCCCC4)c3n2)cc1	i	i	i	i	i	11.7	i	i	-1.8	-0.2	i
CC(=O)Nc1ccc(Nc2nc3c(S(=O)(=O)c4ccc(C)c(C)c4)nnn3c3ccccc23)cc1	i	i	i	i	i	27.8	i	i	10.1	0.1	i
Cc1cc(C)cc(NC(=S)NCc2cccn2C)c1	i	i	i	i	i	8.4	i	i	-0.2	-0.7	i
COc1ccc(Cc2noc(-c3ccccc3)n2)cc1OC	i	i	i	i	i	-7.8	i	i	-7.8	0.5	i
COc1ccc2c(c1)CCc1c(C(=O)NCc3ccc(F)cc3)noc1-2	i	i	i	i	i	-2.2	i	i	-1.7	-0.2	i
COC1CCCN(C(=O)c2cccc(OC3CCN(S(=O)(=O)N(C)C)CC3)c2)C1 (centres undefined)	i	i	i	i	i	-1.5	i	i	-0.8	0.5	i
O=C(CCSc1nnnn1-c1ccccc1)N1CCOCC1	i	i	i	i	i	-3.1	i	i	-7.1	-0.7	i
CCOc1ccc(C2CC(c3ccc(OC)cc3)n3ncnc3N2)cc1 (centres undefined)	i	i	i	i	i	-6.1	i	i	8.8	0.2	i

Remaining list, next part.
SMILES	TRPC4 block	TRPC6 inh	MrgX1 ag	RGS4 inh	MrgX1 antag	SKKanGAS inh	RGS4 pot	MrgX1 PAM	Platelet DG rel	HIF act	TRPC6 activator
COc1cc2c(=O)n(Cc3ccccc3)c(=O)n(CC(=O)NCc3ccco3)c2cc1OC	i	i	·	i	·	-8.7	i	·	-10.9	0.8	i
CSCC[C@H](NS(=O)(=O)c1ccc(C)cc1)C(=O)N1CCC(C(=O)N[C@@H](C)C(=O)O)CC1	i	i	i	i	i	4.5	i	i	1.6	-0.3	i
Cc1ccc2c(c1)N(C(C)C(=O)NCc1ccccn1)C(=O)CO2 (centres undefined)	i	i	i	i	i	-3.3	i	i	1.7	-0.2	i
O=C(c1ccccc1)N1CC(COc2ccccc2)OC(c2ccco2)O1 (centres undefined)	i	i	i	i	i	12.5	i	i	-31.1	0.2	i
Cc1nn(Cc2ccccc2)c(=O)c2nn(-c3ccc(Cl)cc3)c(C)c12	i	i	i	i	i	-11.4	i	i	-16.3	-0.3	i
CC1(C)Cc2c(sc(NC(=O)C(=O)N3CCCC3)c2C#N)CO1	i	i	i	i	i	-0.4	i	i	2.2	0.9	i
CCN(CC)c1nc(Oc2ccc(C(=O)OC)cc2)nc(N2CCOCC2)n1	i	i	i	i	i	-1.8	i	i	-9.5	0.2	i
O[C@@H]1CN(C2CCCCC2)CC[C@H]1N1CCN(CCc2ccccc2)CC1	i	i	i	i	i	0.9	i	i	7.9	0.1	i
COC(=O)N/N=C/c1cccc(OC(=O)c2ccc3c(c2)OCO3)c1	i	i	i	i	i	37.4	i	i	-7.0	0.0	i
Cc1ccc(CNS(=O)(=O)c2ccc3c(c2)OCCO3)cc1	i	i	i	i	i	-4.7	i	i	9.8	0.3	i
CC(C)(C)C(=O)Cn1ncc(N2CCOCC2)c(Br)c1=O	i	i	i	i	i	1.5	i	i	-5.0	0.5	i
